Bioassay records: PubChem, Columbia University Molecular Screening Center
mHtt clearance: mutant huntingtin protein clearance; HeLa Exon1htt(103Q)mCFP, aggregate imaging; zero = plate's median compound well; inhibition, % at 1.5 µM; actives 0.42% (n = 47,000);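 active = inhibition of aggregate fluorescence above about 70%, also judged a hit by eye on the cell image, limit read from the data, passing the limit was not always enough; inconclusive = no rule stated for this call; inactive = not judged a hit on image review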;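 also: cells exposed to compound for three days before fixation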
mHtt clearance grain fraction: second read-out of mHtt clearance, no call of its own (marks repeat the call); fraction fluorescence in grains; measured here: aggregate grain fluorescence fraction; hits give low values;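 scaled fraction of total cell fluorescence in grains with unit not stated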
* = called active by the depositor. These rows are one share of the data, so the mix of outcomes need not match the whole.

For Cc1ccc2c(c1)NC(=O)C(N1CCOCC1)(C(F)(F)F)O2 (centres undefined) the results were mHtt clearance 0 and mHtt clearance grain fraction 41.
`COc1ccc(CCNC(=O)CCSc2nc(-c3ccco3)cc(C(F)(F)F)n2)cc1OC` gave mHtt clearance 47 and mHtt clearance grain fraction 20.
`C=CCO/N=C(\C)c1c(O)c(C)c(-c2ccccc2)n(-c2ccccc2)c1=O` gave mHtt clearance 0 and mHtt clearance grain fraction 19.
`COc1ccc(OC)c(C2=NOC(C(=O)NCc3ccccn3)C2)c1` (centres undefined) gave mHtt clearance 10 and mHtt clearance grain fraction 16.
CCOc1ccc(N=C(NC#N)SC)cc1 was read as mHtt clearance -121 and mHtt clearance grain fraction 48.
Screening CCOc1ccc(N2C(=O)CC(N)C2=O)cc1 (centres undefined) returned mHtt clearance -22 and mHtt clearance grain fraction 23.
Screening CCN(CC(=O)N1CCN(C)CC1)S(=O)(=O)c1ccc(Cl)cc1 returned mHtt clearance -4 and mHtt clearance grain fraction 20.
Screening CCCN=C(N)/C(C(=O)OCC)=C(\O)c1ccc(OC)cc1 returned mHtt clearance -42 and mHtt clearance grain fraction 23.
O=c1c2[nH]c3ccccc3c2ncn1CCN1CCOCC1 was read as mHtt clearance 12 and mHtt clearance grain fraction 19.
Screening CCOC(=O)C1=C(C)N=C2SC(C)C(=O)N2C1/C=C/c1ccccc1OC (centres undefined) returned mHtt clearance 36 and mHtt clearance grain fraction 13.
CCOC(=O)N1CCN(C(=O)c2cc3cc(Br)ccc3oc2=O)CC1 was read as mHtt clearance 27 and mHtt clearance grain fraction 30.
`O=C1C2C3C=CC(C3)C2C(=O)N1c1cccc(-c2nc3ccccc3o2)c1` (centres undefined) gave mHtt clearance -14 and mHtt clearance grain fraction 43.
For COC(=O)CCN(C(=O)c1cc(OC)c(OC)c(OC)c1)c1ccccn1 the results were mHtt clearance 32 and mHtt clearance grain fraction 22.
Screening CCNC(=O)C(C)Sc1ccc(Cl)cc1 (centres undefined) returned mHtt clearance -82 and mHtt clearance grain fraction 34.
`O=C(CCCOc1ccccc1)n1nnc2ccccc21` gave mHtt clearance inconclusive.
Screening CCCCOC(=O)Nc1ccc(C(=O)OCCC)cc1 returned mHtt clearance -39 and mHtt clearance grain fraction 26.
`CCOC(=O)CN1C(=O)Nc2ccc(Br)cc2C1c1ccccc1` (centres undefined) gave mHtt clearance 12 and mHtt clearance grain fraction 36.
Cc1ccc(NC(=O)CSc2nnc(NC(=O)CN3CCOCC3)s2)cc1 was read as mHtt clearance -14 and mHtt clearance grain fraction 45.
For Cc1nc2cc(NC(=O)NCc3ccco3)ccc2n1C the results were mHtt clearance -72 and mHtt clearance grain fraction 29.
For O=C(CSc1nc(O)cc(=O)[nH]1)N1CCCc2ccccc21 the results were mHtt clearance 15 and mHtt clearance grain fraction 40.
Cn1c(=O)c2c(-c3ccccc3)n(Cc3ccccn3)cc2n(C)c1=O was read as mHtt clearance -44 and mHtt clearance grain fraction 53.
For Cc1ccc(OCCCn2c(=O)sc3ccccc32)cc1 the results were mHtt clearance -15 and mHtt clearance grain fraction 50.
`COc1ccc(NC(=O)C2CCC(CNc3c(N4CCCCC4)c(=O)c3=O)CC2)cc1OC` (centres undefined) gave mHtt clearance -33 and mHtt clearance grain fraction 54.
`COC(=O)C(C)Oc1ccc2c(-c3cccc([N+](=O)[O-])c3)cc(=O)oc2c1` (centres undefined) gave mHtt clearance 9 and mHtt clearance grain fraction 35.
Screening O=C(c1nc2nc(-c3ccc(Cl)cc3)cc(C(F)(F)F)n2n1)N1CCOCC1 returned mHtt clearance -81 and mHtt clearance grain fraction 35.
For Cc1ccccc1N1C(=O)CC(N(O)c2ccccc2)C1=O (centres undefined) the results were mHtt clearance 28 and mHtt clearance grain fraction 25.
`N#CC(=C1CCCC1)c1nc(-c2cc3ccccc3oc2=O)cs1` gave mHtt clearance -16 and mHtt clearance grain fraction 47.
For COC(=O)c1cc(C(=O)CSc2nc(C)cc(C)n2)ccc1O the results were mHtt clearance 12 and mHtt clearance grain fraction 35.
Cc1cc2c(c(=O)o1)C(C1C=CCCC1)C(C#N)=C(N)O2 (centres undefined) was read as mHtt clearance 45 and mHtt clearance grain fraction 13.
Screening CCOCN(C(=O)Cn1c(CO)nc2ccccc21)c1c(C)cccc1CC returned mHtt clearance -52 and mHtt clearance grain fraction 56.
Cc1c(CN2CCN(c3cccc(C(F)(F)F)c3)CC2)c(=O)n(-c2ccccc2)n1C was read as mHtt clearance -10 and mHtt clearance grain fraction 40.
For Cc1ccc(C(C)C)c(OCC(=O)OCc2c(C)noc2C)c1 the results were mHtt clearance -39 and mHtt clearance grain fraction 49.
O=C(O)c1cccc(NS(=O)(=O)c2cccc3nsnc23)c1 was read as mHtt clearance -7 and mHtt clearance grain fraction 25.
`COCCCN(Cc1ccccn1)S(=O)(=O)Cc1ccccc1` gave mHtt clearance 30 and mHtt clearance grain fraction 12.
COc1cnc(N(C)C)nc1Sc1cccc(Cl)c1 was read as mHtt clearance -10 and mHtt clearance grain fraction 23.
Screening Cc1ccccc1C(C(=O)NCc1ccco1)N(CC1CCCO1)C(=O)Cn1nnc2ccccc21 (centres undefined) returned mHtt clearance 19 and mHtt clearance grain fraction 27.
For Cc1cccc(Nc2nc(NCc3ccco3)nc(N3CCOCC3)n2)c1 the results were mHtt clearance 45 and mHtt clearance grain fraction 12.
Screening COc1ccccc1N1CCN(C(=O)c2cc(-c3cccc(Cl)c3)on2)CC1 returned mHtt clearance -30 and mHtt clearance grain fraction 53.
Screening CCn1c(SCc2ccc(Cl)cc2)nnc1-c1ccccc1 returned mHtt clearance -38 and mHtt clearance grain fraction 25.
O=C(O)c1ccc(N(c2ccccc2)c2ccccc2)cc1 was read as mHtt clearance -97 and mHtt clearance grain fraction 37.
COc1cc2c(cc1OC)C(C)N(C(C)=O)CC2 (centres undefined) was read as mHtt clearance -33 and mHtt clearance grain fraction 25.
`CCc1ccc(C(=O)COC(=O)CNC(=O)CNC(=O)Cc2ccccc2)cc1` gave mHtt clearance 48 and mHtt clearance grain fraction 11.
Screening O=C(NCc1cccnc1)c1sc2ccccc2c1Cl returned mHtt clearance -25 and mHtt clearance grain fraction 48.
`C=CCNc1nc(N2CCCC2)nc2ccccc12` gave mHtt clearance -83 and mHtt clearance grain fraction 31.
CC(C)=C1C(=O)NN(c2ccc(F)c(Cl)c2)C1=O was read as mHtt clearance 39 and mHtt clearance grain fraction 18.
Screening CCC1=NN(C(=O)C(=O)NCCc2ccccc2)C(O)(C(F)(F)F)C1 (centres undefined) returned mHtt clearance -30 and mHtt clearance grain fraction 50.
COc1ccc(-c2noc(C3CCCN(C(=O)CCc4ccccc4)C3)n2)cc1 (centres undefined) was read as mHtt clearance 34 and mHtt clearance grain fraction 30.
Screening COCCC(=O)NC12CC3CC(CC(C3)C1)C2 returned mHtt clearance -49 and mHtt clearance grain fraction 30.
For CC1CCCCN1C(=O)Cn1cc(C(=O)c2ccco2)c2ccccc21 (centres undefined) the results were mHtt clearance -45 and mHtt clearance grain fraction 28.
`CCOC(=O)c1cc2n(c1N)-c1ccccc1C2=O` gave mHtt clearance -57 and mHtt clearance grain fraction 31.
For O=C(COc1ccc(S(=O)(=O)NC2CCCCC2)cc1)NCCC1=CCCCC1 the results were mHtt clearance 7 and mHtt clearance grain fraction 18.
Screening CCC(C)NC(=O)C1c2ccccc2C(=O)N1Cc1cc(OC)ccc1OC (centres undefined) returned mHtt clearance 12 and mHtt clearance grain fraction 18.
`CCOC(=O)Cc1c(C)nc2cc(-c3ccc(Cl)cc3)[nH]n2c1=O` gave mHtt clearance 25 and mHtt clearance grain fraction 15.
For CCCSc1nnc(-c2cnn(-c3ccccc3)c2-n2cccc2)n1C the results were mHtt clearance -42 and mHtt clearance grain fraction 54.
Screening COC(=O)c1ccc(Cn2nc(C)c(Cl)c2C)o1 returned mHtt clearance 15 and mHtt clearance grain fraction 37.
`CCOC(=O)c1c(C)c(C(=O)N2CCN(C(=O)c3ccco3)CC2)c(C)n1C` gave mHtt clearance -10 and mHtt clearance grain fraction 40.
`Cc1cccc2cc(C(c3nnnn3CC3CCCO3)N3CCOCC3)c(=O)[nH]c12` (centres undefined) gave mHtt clearance 4 and mHtt clearance grain fraction 18.
`Fc1ccc(CN2CCCCCCC2)cc1` gave mHtt clearance -27 and mHtt clearance grain fraction 25.
For Cc1sc(NC(=S)NC(=O)c2ccccc2)c(C#N)c1C the results were mHtt clearance inconclusive.
For C=CCc1cc(Cl)ccc1OCCN(C)C the results were mHtt clearance -68 and mHtt clearance grain fraction 37.
`CCCCNC(=O)Cn1c2c(c(-c3ccccc3Cl)cc1=O)CCC2` gave mHtt clearance 10 and mHtt clearance grain fraction 37.
`CCOC(=O)CC(=O)CSc1ccc2nnc(-c3cccc(F)c3)n2n1` gave mHtt clearance 41 and mHtt clearance grain fraction 22.
Screening CC1CCCCN1C(=O)c1ccc(S(=O)(=O)N2CCCCC2C)cc1 (centres undefined) returned mHtt clearance -10 and mHtt clearance grain fraction 48.
For CC1CN(C(=O)c2ccc(COCC(F)(F)F)o2)CC(C)O1 (centres undefined) the results were mHtt clearance 45 and mHtt clearance grain fraction 10.
`CCOc1cc(/C=N/NC(=O)COc2ccccc2C)ccc1OC(=O)c1cccs1` gave mHtt clearance 32 and mHtt clearance grain fraction 23.
NC(=O)C(c1ccc(Cl)cc1)c1ccc(Sc2ccc(Cl)cc2)nn1 (centres undefined) was read as mHtt clearance -7 and mHtt clearance grain fraction 23.
Cc1sc(NC(=O)CSc2ncn(-c3ccccc3)n2)nc1-c1ccccc1 was read as mHtt clearance -55 and mHtt clearance grain fraction 31.
For Cc1cc(NC(=O)CCC(=O)N(c2ccccc2)C(C(=O)NC2CCCCC2)c2cccs2)no1 (centres undefined) the results were mHtt clearance -55 and mHtt clearance grain fraction 30.
Screening O=C(NCCO)c1scc2c1OCCO2 returned mHtt clearance 4 and mHtt clearance grain fraction 16.
`CCOc1ccccc1C1C(C#N)=C(N)SC(N)=C1C#N` gave mHtt clearance -15 and mHtt clearance grain fraction 48.
Screening Cc1cc(C)c2c(-n3cccc3)c(NC(=O)OC(C)C)sc2n1 returned mHtt clearance -68 and mHtt clearance grain fraction 36.
Screening CCOC(=O)c1ccc(N2C(=O)C3CC=CCC3C2=O)cc1 (centres undefined) returned mHtt clearance -87 and mHtt clearance grain fraction 33.
`FC(F)(F)c1cccc(N2CCN(Cc3ccoc3)CC2)c1` gave mHtt clearance 38 and mHtt clearance grain fraction 13.
`CSc1nc(N2CCOCC2)c2c(c1C#N)CCCCC2` gave mHtt clearance -33 and mHtt clearance grain fraction 25.
Screening O=C(CS(=O)(=O)Cc1ccccc1)NCC1CCCO1 (centres undefined) returned mHtt clearance 43 and mHtt clearance grain fraction 11.
CN(CC(=O)N1CCc2ccccc21)S(=O)(=O)c1cccc2cccnc12 was read as mHtt clearance 16 and mHtt clearance grain fraction 44.
Screening COc1ccc(N/C=C2/CCCCC2=O)cc1 returned mHtt clearance -23 and mHtt clearance grain fraction 21.
O=C(Nc1ccc(S(=O)(=O)N2CCc3ccccc32)cc1)c1ccco1 was read as mHtt clearance 1 and mHtt clearance grain fraction 34.
`Fc1ccc(-c2cc(C(F)(F)F)nc(-n3cncn3)n2)cc1` gave mHtt clearance -16 and mHtt clearance grain fraction 41.
`Cc1ccc(C)c(C(=O)C(C)OC(=O)c2cccn2C)c1` (centres undefined) gave mHtt clearance 22 and mHtt clearance grain fraction 29.

Structural class, the compounds so far containing a CF3 group
For Cc1ccc2c(c1)NC(=O)C(N1CCOCC1)(C(F)(F)F)O2 (centres undefined) the results were mHtt clearance 0 and mHtt clearance grain fraction 41.
`COc1ccc(CCNC(=O)CCSc2nc(-c3ccco3)cc(C(F)(F)F)n2)cc1OC` gave mHtt clearance 47 and mHtt clearance grain fraction 20.
Screening O=C(c1nc2nc(-c3ccc(Cl)cc3)cc(C(F)(F)F)n2n1)N1CCOCC1 returned mHtt clearance -81 and mHtt clearance grain fraction 35.
Cc1c(CN2CCN(c3cccc(C(F)(F)F)c3)CC2)c(=O)n(-c2ccccc2)n1C was read as mHtt clearance -10 and mHtt clearance grain fraction 40.
Screening CCC1=NN(C(=O)C(=O)NCCc2ccccc2)C(O)(C(F)(F)F)C1 (centres undefined) returned mHtt clearance -30 and mHtt clearance grain fraction 50.
For CC1CN(C(=O)c2ccc(COCC(F)(F)F)o2)CC(C)O1 (centres undefined) the results were mHtt clearance 45 and mHtt clearance grain fraction 10.
`FC(F)(F)c1cccc(N2CCN(Cc3ccoc3)CC2)c1` gave mHtt clearance 38 and mHtt clearance grain fraction 13.
`Fc1ccc(-c2cc(C(F)(F)F)nc(-n3cncn3)n2)cc1` gave mHtt clearance -16 and mHtt clearance grain fraction 41.

(cont.)
`O=C(COC(=O)CCC(=O)Nc1nccs1)NCc1ccco1` gave mHtt clearance -27 and mHtt clearance grain fraction 26.
`CCc1nc2c3cnn(-c4cc(Cl)ccc4C)c3ncn2n1` gave mHtt clearance 26 and mHtt clearance grain fraction 14.
`CCOc1ccc(NC(=O)c2cc3c(C)nc4ccccc4c3o2)cc1` gave mHtt clearance 5 and mHtt clearance grain fraction 34.
For COc1cc(/C=c2\s/c(=C(/C#N)C(=O)N3CCCC3)n(-c3ccccc3)c2=O)ccc1O the results were mHtt clearance 63 and mHtt clearance grain fraction 13.
For Cc1ccccc1C(=O)NNC(=O)c1ccc(F)cc1 the results were mHtt clearance 1 and mHtt clearance grain fraction 37.

Three entries from above, ordered by number of heavy atoms, smallest number first.
For Cc1ccccc1C(=O)NNC(=O)c1ccc(F)cc1 the results were mHtt clearance 1 and mHtt clearance grain fraction 37.
`Cc1ccc(C)c(C(=O)C(C)OC(=O)c2cccn2C)c1` (centres undefined) gave mHtt clearance 22 and mHtt clearance grain fraction 29.
`O=C(COC(=O)CCC(=O)Nc1nccs1)NCc1ccco1` gave mHtt clearance -27 and mHtt clearance grain fraction 26.
